# Yp Topo-I inh – inhibitors of Yersinia pestis topoisomerase I | Y. pestis Topo-I cleavage product accumulation, plate reader | activity, % at 10 µM | hit rate 0.064% among 360,000 | AID 504884; in the data active = activity above about 50%, passing the limit was not always enough; note: inactives centre near 2
# TcdB GH inh – blocks C. difficile toxin B glycohydrolase activity; TcdB glycohydrolase enzymatic assay, plate reader; hit rate 0.24% among 350,000; inhibition, % at 9.99 µM; in the data active = inhibition above about 10%
# GDH-TPI inh – inhibits GDH-TPI coupling enzymes, artifact for Mtb FBA screen; inhibition, % at 4.8 µM; hit rate 1.2% among 360,000; GDH-TPI coupled enzyme counterscreen, NADH absorbance; in the data active = inhibition above about 30%;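 note: 0% = DMSO wells and 100% = wells lacking the enzyme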
# UGM FP inh – Mtb UDP-galactopyranose mutase inhibition; inhibition, % at 10 µM; purified UGM, fluorescence polarization probe displacement; AID 504406; P9WIQ1; hit rate 0.06% among 320,000; in the data active = inhibition above about 10%, passing the limit was not always enough
# Target sequence (P9WIQ1 whole entry, looked up): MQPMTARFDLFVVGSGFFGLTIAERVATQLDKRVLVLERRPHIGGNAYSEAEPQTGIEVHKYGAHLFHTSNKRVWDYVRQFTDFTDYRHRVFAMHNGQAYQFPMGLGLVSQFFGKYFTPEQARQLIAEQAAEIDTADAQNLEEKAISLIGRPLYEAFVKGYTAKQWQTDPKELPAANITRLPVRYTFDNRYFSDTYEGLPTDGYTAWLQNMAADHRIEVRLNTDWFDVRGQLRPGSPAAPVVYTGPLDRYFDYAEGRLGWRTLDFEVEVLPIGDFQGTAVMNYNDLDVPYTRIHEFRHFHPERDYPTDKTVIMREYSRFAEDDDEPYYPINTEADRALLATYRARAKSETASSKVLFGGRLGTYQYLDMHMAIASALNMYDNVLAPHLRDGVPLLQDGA
# BH1578 lux ind – quorum light induction in luxS cqsA deficient V. cholerae; V. cholerae BH1578 lux reporter, luminescence, 6 h; activation, % at 18.7 µM; hit rate 0.16% among 350,000; in the data active = activation mostly above about 9.7%, no sharp cut-off; note: not every result past the cut was called active; inactives centre near 0; reference of the scale not given here
# Mtb BioA inh – BioA (M. tuberculosis) enzyme inhibition; purified M. tuberculosis BioA enzyme, plate reader; inhibition, % at 9.99 µM; hit rate 0.096% among 360,000; AID 602481; in the data active = inhibition above about 40%
# PfHsp40 yeast – rescue of PfHsp40-mediated yeast toxicity; S. cerevisiae expressing PfHsp40, growth rescue, ATP luminescence; growth rescue, % at 12.5 µM; hit rate 0.68% among 340,000; AID 504582; in the data active = growth rescue above about 28%, passing the limit was not always enough;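 note: yeast W303a lacking pdr1 and pdr3 grown in galactose medium; growth measured after three days at 30 °C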
# FadD28 FP inh – M. tuberculosis FadD28 bisubstrate binding inhibition. hit rate 0.22% among 360,000. FadD28 bisubstrate probe binding, fluorescence polarization. inhibition, % at 12.5 µM; in the data active = inhibition above about 8.5%, passing the limit was not always enough
# Mtb FBA inh – inhibits M. tuberculosis FBA enzyme. P9WQA3. AID 588726. hit rate 2.3% among 360,000. purified M. tuberculosis FBA, fluorescence read-out. inhibition, % at 1 µM; in the data active = inhibition above about 27%;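 note: 0% = vehicle and 100% = reference inhibitor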
# Target sequence (P9WQA3 whole entry, looked up): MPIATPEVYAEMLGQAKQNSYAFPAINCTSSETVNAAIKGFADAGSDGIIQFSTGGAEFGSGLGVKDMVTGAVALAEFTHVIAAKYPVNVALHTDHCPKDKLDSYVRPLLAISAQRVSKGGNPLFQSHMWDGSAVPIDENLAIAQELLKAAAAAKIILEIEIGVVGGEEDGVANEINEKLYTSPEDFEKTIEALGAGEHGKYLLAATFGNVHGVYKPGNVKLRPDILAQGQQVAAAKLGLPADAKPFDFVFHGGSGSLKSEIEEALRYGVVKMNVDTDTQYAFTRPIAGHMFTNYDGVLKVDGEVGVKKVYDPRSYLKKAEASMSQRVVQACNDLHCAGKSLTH
# * = called active by the depositor; i = inactive; . = not tested or not shown.
[1] O=C(c1ccc2c3c(cccc13)CC2)C1CCCN(C(=O)c2cc[n+]([O-])cc2)C1 (stereo unspecified)
[2] O=C(c1cccc(S(=O)(=O)N2CCOCC2)c1)N1CCCCCC1
[3] S=C(Nc1ccccc1)N1CCOCCOCCN(C(=S)Nc2ccccc2)CCOCCOCC1
[4] Cc1ccc(NC(=O)C(c2ccccc2)N2CCN(C(=O)c3ccco3)CC2)cc1Cl (stereo unspecified)
[5] CC(=O)c1sc(-c2ccc(Cl)cc2)cc1N

Assay by compound	1	2	3	4	5
Mtb BioA inh	.	-2.2	1.6	-1.7	.
PfHsp40 yeast	-1.0	0.1	-1.4	-0.5	7.9
Mtb FBA inh	19	2	2	0	2
Yp Topo-I inh	14	0	14	5	-3
GDH-TPI inh	6	5	12	-3	8
TcdB GH inh	0.2	.	1.4	0.1	1.8
FadD28 FP inh	-1.1	0.5	-1.3	.	-3.5
BH1578 lux ind	.	i	-7.1	i	-0.5
UGM FP inh	0.4	0.4	-1.4	-0.6	1.0

[6] CC(C)Cn1c(-c2ccccc2)nc(=S)c2c1CCCC2
[7] C[C@@H](C(=O)NCCc1ccccc1F)N1C(=O)N2CCc3c([nH]c4ccccc34)[C@@]2(C)C1=O
[8] CC1CCCC(NC(=O)CN2C(=O)NC(C)(c3cc(F)ccc3F)C2=O)C1C (stereo unspecified)
[9] Cc1ccc(C(=O)N2CCCCC2C(=O)O)o1 (stereo unspecified)
[10] OC[C@@H]1CN(CCN2CCOCC2)C[C@H](n2cnc3c(NCc4ccco4)ncnc32)O1

Assay by compound	6	7	8	9	10
Mtb BioA inh	-2.0	-0.5	.	0.8	-1.1
PfHsp40 yeast	-0.6	1.2	1.8	-0.7	.
Mtb FBA inh	-1	32*	3	8	1
Yp Topo-I inh	3	19	-1	0	-2
GDH-TPI inh	34*	-4	9	-4	0
TcdB GH inh	.	0.8	1.4	-1.8	1.5
FadD28 FP inh	-1.1	-1.0	-0.5	0.2	-1.8
BH1578 lux ind	i	-0.4	i	0.3	-0.7
UGM FP inh	0.8	0.5	-3.2	2.3	.

[11] CCOC(=O)Cc1csc(SCC(=O)NC2CCCC(C)C2C)n1 (stereo unspecified)
[12] Clc1ccccc1C1=Nn2c(nnc2-c2ccco2)SC1
[13] CC(=O)c1cc(F)ccc1OCC(=O)N1CCCc2ccccc21
[14] CCCCC(c1nc2ccccc2[nH]1)n1c(=O)c(-c2ccccc2)nc2cc(C)c(C)cc21 (stereo unspecified)
[15] CSc1ccc(C(=O)C2CCCN(S(=O)(=O)N(C)C)C2)cc1 (stereo unspecified)

Assay by compound	11	12	13	14	15
Mtb BioA inh	.	3.7	.	4.0	.
PfHsp40 yeast	0.3	.	-0.6	.	-1.2
Mtb FBA inh	0	5	4	4	2
Yp Topo-I inh	5	-7	8	.	10
GDH-TPI inh	-8	-3	-2	.	6
TcdB GH inh	-0.2	3.2	-0.5	-0.5	0.2
FadD28 FP inh	-4.6	-1.1	-2.1	-2.5	-1.1
BH1578 lux ind	-0.4	i	-0.3	.	.
UGM FP inh	-1.9	1.7	-0.6	.	3.0

[16] O=C(OCC(=O)c1ccc(Cl)s1)c1cncc(Br)c1
[17] CC(C)CC(NC(=O)c1cccs1)c1nnc(SCc2ccc(Cl)c(Cl)c2)n1C (stereo unspecified)
[18] COc1ccccc1N1CCN(C2CC(=O)N(c3ccccc3)C2=O)CC1 (stereo unspecified)
[19] O=C(OCc1c(Cl)cccc1Cl)c1ccccn1
[20] O=C(Cc1ccccc1[N+](=O)[O-])Nc1ccccc1C(=O)N1CCOCC1

Assay by compound	16	17	18	19	20
Mtb BioA inh	-1.0	-0.9	0.0	-2.8	.
PfHsp40 yeast	0.0	-0.2	-0.5	0.9	-0.3
Mtb FBA inh	0	-1	1	0	1
Yp Topo-I inh	1	30	-2	10	9
GDH-TPI inh	8	0	-1	-8	-8
TcdB GH inh	4.6	2.6	-0.9	.	-0.7
FadD28 FP inh	-3.1	-3.8	-1.3	-2.0	-3.9
BH1578 lux ind	i	-1.4	0.7	.	-0.2
UGM FP inh	-0.4	-0.1	-0.1	-3.1	-1.9

[21] Cc1ccc(NC(=O)NNC(=O)COc2ccc(Cl)cc2)cc1
[22] CCOc1ccc(-n2c(SCC(N)=O)nc3c(c2=O)SCC3)cc1
[23] O=S(=O)(c1cccs1)n1cnc2ccccc21
[24] O=C(NCc1ccccc1)c1ccc(C2SCC(=O)N2Cc2ccccc2)cc1 (stereo unspecified)
[25] NC(=O)CC1Nc2cccc3cccc(c23)NC1=O (stereo unspecified)

Assay by compound	21	22	23	24	25
Mtb BioA inh	.	41*	-1.1	.	-0.4
PfHsp40 yeast	-1.0	1.5	-1.3	1.5	0.3
Mtb FBA inh	-2	7	2	4	1
Yp Topo-I inh	-2	2	1	33	-4
GDH-TPI inh	21	18	-6	13	17
TcdB GH inh	-1.1	.	.	.	.
FadD28 FP inh	2.3	-2.0	-2.4	-0.7	0.5
BH1578 lux ind	-0.9	i	-0.2	i	-0.3
UGM FP inh	-2.1	-0.3	-1.6	-3.2	0.0

[26] S=C(NCCc1ccncc1)Nc1ccccc1
[27] CCCSc1nc2c(c(=O)[nH]c(=O)n2C)n1CCc1ccccc1
[28] O=C(NC1C2CC3CC(C2)CC1C3)c1ccc2c(c1)OCO2 (stereo unspecified)
[29] CC(C)Sc1ccc([N+](=O)[O-])cc1C(=O)Nc1ccncc1
[30] CCc1c(C#N)c(SCCC(=O)Nc2cccc(OC)c2)nc2c1C(=O)CC(C)(C)C2

Assay by compound	26	27	28	29	30
Mtb BioA inh	.	-3.2	-0.5	.	2.7
PfHsp40 yeast	-0.5	0.7	0.9	-1.0	0.7
Mtb FBA inh	0	2	2	-2	-1
Yp Topo-I inh	-2	-9	6	0	8
GDH-TPI inh	-7	12	-3	27	11
TcdB GH inh	1.2	.	0.9	1.5	.
FadD28 FP inh	-0.5	1.1	0.8	-4.4	-3.3
BH1578 lux ind	i	-0.4	-0.2	-0.4	-0.5
UGM FP inh	0.7	-1.6	0.8	3.7	1.3

[31] CCOC(=O)c1cccc(NC(=O)CSc2nnc(-c3cccnc3)n2C)c1
[32] O=[N+]([O-])c1cccc(P(=O)(O)c2cccc([N+](=O)[O-])c2)c1
[33] CSc1ncc(Cl)c(C(=O)Nc2nnc(SC/C=C/c3ccccc3)s2)n1
[34] Cc1cccc(CSC2=NCCN2C(=O)c2ccc(S(=O)(=O)N(C)C)cc2)c1
[35] CCOC(=O)CSc1nc2sc3c(c2c(=O)[nH]1)CCCC3

Assay by compound	31	32	33	34	35
Mtb BioA inh	3.7	.	1.5	.	-2.2
PfHsp40 yeast	0.4	-0.8	1.5	-0.3	-0.5
Mtb FBA inh	2	0	-1	0	3
Yp Topo-I inh	4	-8	4	21	0
GDH-TPI inh	-1	-3	15	9	-4
TcdB GH inh	.	0.6	0.2	0.0	0.3
FadD28 FP inh	-1.9	-1.4	15*	-0.8	-5.9
BH1578 lux ind	i	-0.9	i	-0.3	-0.4
UGM FP inh	-3.2	2.5	-0.3	0.3	2.2

[36] CC1CN(S(=O)(=O)c2ccc(C(=O)O)cc2)CC(C)O1 (stereo unspecified)
[37] CCN(CC)S(=O)(=O)c1ccc2[nH]c(=O)cc(C(=O)Nc3ccccc3N3CCCC3)c2c1
[38] Cc1ccc(C(=O)c2c3ccc(C(F)(F)F)cc3[n+]([O-])n2CCCC(N)=O)cc1
[39] O=C(Nc1cccc(Cl)c1)OC1CN2CCC1CC2 (stereo unspecified)
[40] N#CCCCSc1nnnn1-c1cccc(Cl)c1

Assay by compound	36	37	38	39	40
Mtb BioA inh	.	1.9	-3.3	.	0.4
PfHsp40 yeast	-0.1	-1.3	-1.1	-1.8	0.0
Mtb FBA inh	-2	4	0	1	3
Yp Topo-I inh	-6	18	-6	1	14
GDH-TPI inh	-4	13	15	1	-10
TcdB GH inh	1.8	-0.5	0.8	-0.4	.
FadD28 FP inh	-1.3	-2.6	0.9	-0.7	-1.6
BH1578 lux ind	i	-0.1	i	-1.4	-0.3
UGM FP inh	-1.1	1.4	-2.7	-0.5	-1.3

[41] CC(O)CCC(=O)NNC(=S)Nc1ccccc1 (stereo unspecified)
[42] COc1cc(/C=N/NC(=O)CC2C(=O)NN=C2C)ccc1O (stereo unspecified)
[43] NC(=O)c1ccc(OCc2ccccc2)nc1
[44] CSc1nc2sc3c(c2c(=O)[nH]1)CCCC3
[45] Cc1cc(NC(=O)CSc2ccc3nnc(-c4ccccc4)n3n2)no1

Assay by compound	41	42	43	44	45
Mtb BioA inh	1.2	-0.3	0.4	.	1.4
PfHsp40 yeast	-2.0	-0.7	-0.7	-0.9	0.1
Mtb FBA inh	2	-1	2	3	12
Yp Topo-I inh	5	-3	7	7	-4
GDH-TPI inh	6	18	4	17	3
TcdB GH inh	1.6	7.3	0.4	.	0.2
FadD28 FP inh	0.1	-2.9	1.0	-0.5	-4.1
BH1578 lux ind	i	i	0.0	0.9	i
UGM FP inh	0.6	2.7	.	-0.8	-2.8

[46] O=C(O)c1nc2nc(Cl)c(Cl)nc2[nH]1
[47] O=C(/C=C/c1ccccc1)c1cc(Br)ccc(=O)c1O
[48] COc1ccc(NC(=O)/C(Cl)=C(/Cl)S(=O)Cc2ccccc2)cn1 (stereo unspecified)
[49] Cc1cccc(Nc2nc(NCc3ccco3)nc(N)c2[N+](=O)[O-])c1
[50] O=C(CCCn1c(=O)[nH]c2cc(Cl)ccc2c1=O)NCCN1CCN(c2ccccc2)CC1

Assay by compound	46	47	48	49	50
Mtb BioA inh	.	1.8	.	-0.1	-1.3
PfHsp40 yeast	0.0	332*	0.0	3.5	0.2
Mtb FBA inh	2	-1	-2	-2	1
Yp Topo-I inh	2	4	2	6	9
GDH-TPI inh	19	28	6	18	0
TcdB GH inh	1.0	.	.	-1.0	.
FadD28 FP inh	-2.0	2.0	-1.1	-2.5	4.0
BH1578 lux ind	i	.	3.4	-0.2	i
UGM FP inh	0.3	0.3	-3.1	2.8	1.7

[51] Cc1ccc(NC(=S)Nc2ccc3cn[nH]c3c2)c(C)c1
[52] CCOC(=O)c1cnn2c(SC)ncnc12
[53] CCOC(=O)c1cnc(SC)nc1Oc1cccc(NS(=O)(=O)c2ccc(C)cc2)c1
[54] CC(N)C(=O)OC(C)(C)Cc1ccc(Cl)cc1 (stereo unspecified)
[55] Cc1cc2c(cc1C)NC1(C[C@H]3CCC(=O)N4CC[C@@H](C1)[C@@H]34)C(=NC(C)(C)CC(C)(C)C)N2 (stereo partly specified)

Assay by compound	51	52	53	54	55
Mtb BioA inh	.	-1.7	-1.0	-2.2	0.7
PfHsp40 yeast	0.1	.	-1.3	1.0	-0.3
Mtb FBA inh	11	-2	0	1	-2
Yp Topo-I inh	-12	9	-4	1	4
GDH-TPI inh	0	3	6	1	3
TcdB GH inh	2.6	0.5	.	0.7	0.3
FadD28 FP inh	.	-3.1	-2.5	-1.1	-2.0
BH1578 lux ind	1.2	i	-2.9	-0.5	0.3
UGM FP inh	-2.3	.	-0.1	2.7	.

[56] CCOC(=O)[C@@H]1[C@H]2COc3cc(OC)ccc3[C@H]2N2C(=O)N(c3cccc(Cl)c3)C(=O)[C@@]12C
[57] CC1CCCN(C(=O)COC(=O)C2CCN(S(=O)(=O)c3c(Cl)cccc3Cl)CC2)C1 (stereo unspecified)
[58] Cc1cc(NC(=O)Cc2ccccc2)no1
[59] CC(=O)c1cc(NC(=O)c2cccc(C(F)(F)F)c2)c(=O)oc1/C=C/N(C)C
[60] C=CCN1C(=O)C2C(C(=O)NCc3ccccc3)C3(C)C=CC2(O3)C1C(=O)NC(C)(C)C (stereo unspecified)
[61] Cc1ccc(N(Cc2ccccc2)C(=O)c2ccc(F)cc2)cc1
[62] O=C(COC(=O)c1ccccc1C(=O)c1ccc(Cl)cc1)NCC1CCCO1 (stereo unspecified)

Assay by compound	56	57	58	59	60	61	62
Mtb BioA inh	-1.4	1.3	.	0.0	0.4	0.2	.
PfHsp40 yeast	1.7	0.7	-0.3	-0.3	-1.1	1.5	0.4
Mtb FBA inh	7	0	3	-2	0	-2	0
Yp Topo-I inh	3	29	0	6	-1	29	2
GDH-TPI inh	7	-3	4	4	6	2	-1
TcdB GH inh	.	0.4	.	.	.	-1.0	0.3
FadD28 FP inh	-2.2	-0.2	-2.9	-3.0	-2.9	-4.4	-0.5
BH1578 lux ind	i	-2.8	-0.3	6.0	-0.3	-0.5	-0.6
UGM FP inh	1.7	-2.3	3.5	-1.7	-0.2	0.1	-0.2

# Source: PubChem BioAssay (several laboratories)
